Source: PubChem BioAssay
NR2E3 ag-1: NR2E3 agonists in two-hybrid cells, primary screen, cell-based, luminescence, CHO-S, Gal4-NCOR/VP16-NR2E3 | AID 602229, 2012 | inhibition of corepressor binding, % at 3.98 µM | luciferase | 360,000 compounds, 0.35% hits;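 active = inhibition above the mean of all tested compounds plus 3 SD, cut at about 70% in these data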;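 note: 0% = DMSO with NR2E3 transfected cells and 100% = cells lacking NR2E3 construct; higher means lower luciferase signal from less NR2E3 corepressor binding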
Target sequence (Q9Y5X4 whole entry, looked up, the tested form may be a part): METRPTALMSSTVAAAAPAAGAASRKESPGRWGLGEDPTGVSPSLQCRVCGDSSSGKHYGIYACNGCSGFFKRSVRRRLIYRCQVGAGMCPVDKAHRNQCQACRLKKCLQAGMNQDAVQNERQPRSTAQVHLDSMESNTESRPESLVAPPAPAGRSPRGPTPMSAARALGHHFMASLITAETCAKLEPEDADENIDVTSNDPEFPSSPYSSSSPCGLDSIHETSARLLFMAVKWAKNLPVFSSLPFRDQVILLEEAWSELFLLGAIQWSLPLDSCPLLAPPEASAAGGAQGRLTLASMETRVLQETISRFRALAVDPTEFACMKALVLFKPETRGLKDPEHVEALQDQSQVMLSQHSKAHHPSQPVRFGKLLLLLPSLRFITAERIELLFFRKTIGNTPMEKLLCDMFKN
KKLEB tox: cytotoxicity in KKLEB CF airway cells, primary screen, cytotoxicity control for CF NF-kB inhibitor project, cell-based, uHTS, fluorescence assay plates. KKLEB CF airway cells viability, ATPlite luminescence, overnight; stronger effect = lower value; cells stimulated with P. aeruginosa culture filtrate. 360,000 compounds, 0.36% hits. activity change (cytotoxicity), % at 5 µM. AID 602141, 2011;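 active = corrected activity change at or below -50% at 5 µM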
TROY NFkB inh: inhibitors of TROY-driven NF-kB signaling, primary screen, Q293 LMP1-TROYcd cells, NF-kB luciferase, uHTS | Q293 LMP1-TROYcd NF-kB luciferase reporter, 4 h | inhibition, % at 10 µM | 360,000 compounds, 0.98% hits | AID 1347056, 2019;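 active = compounds whose plate-normalised and pattern-corrected inhibition of the luciferase reporter signal at the single screening dose is 50% or more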
MITF TRPM1 inh: inhibitors of MITF-dependent TRPM1 promoter reporter, primary screen, cell-based, SK-MEL-5, single point, luciferase. inhibition, % at 12.5 µM. SK-MEL-5 TRPM1 promoter luciferase, 24 h. 330,000 compounds, 0.83% hits;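 active = mean inhibition across replicates of 60% or more, whatever share of single replicates reaches that level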; note: values of inactives mirror those of a sister screen read the other way
HIF-2a inh: HIF-2a reporter inhibitors, primary screen, luminescence, 786-0 RCC cells | 786-0 RCC cells HIF-2a reporter, luciferase luminescence, overnight | inhibition, % at 18.8 µM | 360,000 compounds, 0.72% hits;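 active = inhibition of the luminescence signal of 40% or more relative to plate controls, in a single-dose primary screen at 18.75 µM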
Shn3 inh set2: reduction of Shn3 3'UTR firefly luciferase signal, primary screen, Schnurri-3 inhibitor project, cell-based, Clone20 osteoblasts, set 2. 360,000 compounds, 0.52% hits. AID 588674, 2011. Clone20 osteoblast Shn3 3'UTR firefly luciferase, 24 h. inhibition, % at 12.5 µM;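 active = mean inhibition of at least 75% with every replicate also reaching 75%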;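 note: 0% = median of neutral control wells and 100% = pilot-screen positive control compound; some compounds past the cut are filed as inactive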
Peg3 promoter: Peg3 promoter-driven luciferase inhibitors, primary screen, cell-based, HeLa, luciferase luminescence. HeLa PEG-Prom luciferase reporter, overnight. inhibition, % at 20 µM. 360,000 compounds, 1.7% hits;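 active = inhibition of at least 50% at 20 µM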
NR2E3 ag-2: inhibitors of NR2E3-RetCOR corepressor binding, primary screen, NR2E3 agonist project, biochemical, TR-FRET, GST-NR2E3, biotin-RetCOR | 1536-well | 320,000 compounds, 0.12% hits | inhibition of corepressor binding, % at 4.78 µM | Photoreceptor-specific nuclear receptor (Homo sapiens), Q9Y5X4 | AID 2300, 2010;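 active = percent inhibition above the cutoff of mean plus 3 SD of all tested compounds, set per screening campaign, cut at about 20% in these data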;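 note: 0% = DMSO wells and 100% = biotin wells as full block of FRET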
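Material: NR2E3–RetCOR corepressor complex | Quantity: 1.35 nM GST-tagged NR2E3 final | Schedule: 5 h at 4 °C | Replication: Singlicate compound wells | Reagent: RetCOR corepressor, biotinylated, 7 nM | Controls: Biotin wells as high control, 0.6% DMSO wells as low control | Signal: TR-FRET, Eu(K)-anti-GST donor, streptavidin-D2 acceptor, ex 340, em 617/671 nm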
TWEAK Fn14 block: inhibitors of TWEAK-Fn14 signaling, primary screen, luciferase reporter cells, uHTS; TWEAK-stimulated Fn14 reporter cells, luciferase luminescence, 8 h; inhibition, % at 10 µM; 360,000 compounds, 2% hits; AID 1159606, 2016; in the data active = inhibition above about 50%
TRAIL sens C8: viability loss with TRAIL in NB7+C8 cells, primary screen, TRAIL sensitizer project, cell-based, ATPlite luminescence. 360,000 compounds, 1% hits. inhibition (viability loss, TRAIL sensitization), % at 10 µM. AID 624354, 2012;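 active = compounds causing at least 50% loss of cell viability in the single-dose screen, relative to plate controls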
CF NFkB block: inhibitors of PAF-induced NF-kB signaling, primary screen, cell-based, GFP fluorescence, uHTS | inhibition, % at 5 µM | KKLEB NF-kB-GFP reporter, GFP fluorescence overnight | 360,000 compounds, 0.86% hits;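 active = at least 50% inhibition at 5 µM, scaled per plate between neutral and stimulator controls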;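 note: PAF is a Pseudomonas aeruginosa culture filtrate used as stimulus; plate controls were PAF-stimulated DMSO wells for no effect and unstimulated DMSO wells for full effect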
* hit, by the source's call; nt = not tested or not shown. An excerpt; rates above refer to the full screens.

no.	SMILES	NR2E3 ag-1	KKLEB tox	TROY NFkB inh	MITF TRPM1 inh	HIF-2a inh	Shn3 inh set2	Peg3 promoter	NR2E3 ag-2	TWEAK Fn14 block	TRAIL sens C8	CF NFkB block
1	O=S(=O)(c1ccc(F)c(F)c1)N1CCCc2ccccc21	2.0	0.4	9.8	19.6	1.5	12.3	20.6	0.4	30.8	-3.6	5.6
2	Cc1ccccc1NC(=O)CNC(=O)Cc1cccc2ccccc12	-11.6	-5.6	-41.8	4.6	-33.3	-18.8	-20.4	2.8	1.4	-14.3	13.0
3	CC(C)Cn1c(=S)[nH]c2cc(C(=O)O)ccc2c1=O	-16.1	23.1	4.1	-5.4	9.2	9.7	5.6	-0.1	0.0	5.1	3.1
4	O=C(CCc1nc2ccccc2c(=O)[nH]1)Nc1nnc(SCc2ccc(Cl)cc2)s1	-26.4	-10.5	1.8	8.5	4.2	6.9	5.1	-2.2	7.2	20.0	-7.6
5	CCOC(=O)C1=C(C)N(C[C@@H]2CC[C@@H](Cc3ccc(-c4ccccc4)cc3)O2)C(=O)NC1c1cccc2ccccc12 (stereo not given in full)	13.3	-0.9	2.0	4.3	3.4	64.5	15.4	nt	-3.1	-9.5	24.9
6	O=C(NCc1ccccn1)C(=O)NCC1OCCCN1S(=O)(=O)c1ccc(F)cc1 (stereo not given)	-10.4	6.9	-2.8	8.6	7.4	-16.8	8.2	-3.9	13.2	-2.6	-3.4
7	COc1ccc(NC(=O)C(C)N2C(=O)c3ccccc3C2=O)c(OC)c1 (stereo not given)	7.8	6.9	-10.7	nt	16.1	-14.3	7.3	2.0	29.9	-18.3	10.3
8	O=C(NCCC1CCCCN1S(=O)(=O)c1cccs1)C(=O)Nc1ccccc1 (stereo not given)	-13.6	-17.1	-43.4	-12.3	-43.4	2.3	-46.4	-0.3	8.4	-9.5	16.7
9	CCOC(=O)Cc1csc(NC(=O)CSc2nnc(C(C)C)n2C)n1	-18.2	4.5	-5.8	1.3	5.7	10.0	12.1	0.1	-0.4	-9.2	-8.8
10	Cc1ccccc1OCC(=O)NNC(=O)c1ccc2c(=O)n3c(nc2c1)CCC3	-10.4	13.7	-7.4	1.2	3.7	-5.6	-6.0	3.1	6.9	6.0	6.2
11	COC(=O)CN1C(=O)[C@H]2[C@@H](c3ccc(C)o3)N3C(=O)CN(CCO)C(=O)[C@@]3(Cc3ccccc3)[C@H]2C1=O	5.7	-0.6	-15.1	1.6	4.3	-16.7	1.7	1.2	3.9	2.0	0.0
12	Cc1cccc(NS(=O)(=O)c2ccc(-n3cccn3)cc2)c1C	32.2	6.4	9.8	15.4	11.1	36.5	10.8	3.1	13.3	11.7	-1.4

Nos. 11 through 12 from above:
no.	SMILES	NR2E3 ag-1	KKLEB tox	TROY NFkB inh	MITF TRPM1 inh	HIF-2a inh	Shn3 inh set2	Peg3 promoter	NR2E3 ag-2	TWEAK Fn14 block	TRAIL sens C8	CF NFkB block
11	COC(=O)CN1C(=O)[C@H]2[C@@H](c3ccc(C)o3)N3C(=O)CN(CCO)C(=O)[C@@]3(Cc3ccccc3)[C@H]2C1=O	5.7	-0.6	-15.1	1.6	4.3	-16.7	1.7	1.2	3.9	2.0	0.0
12	Cc1cccc(NS(=O)(=O)c2ccc(-n3cccn3)cc2)c1C	32.2	6.4	9.8	15.4	11.1	36.5	10.8	3.1	13.3	11.7	-1.4

(continued)
no.	SMILES	NR2E3 ag-1	KKLEB tox	TROY NFkB inh	MITF TRPM1 inh	HIF-2a inh	Shn3 inh set2	Peg3 promoter	NR2E3 ag-2	TWEAK Fn14 block	TRAIL sens C8	CF NFkB block
13	CC(Sc1nc2ccccc2[nH]1)C(=O)Nc1ccccc1F (stereo not given)	0.7	7.4	8.8	-1.2	9.1	-0.2	8.9	2.5	26.1	1.4	3.2
14	O=C(ON=C1CCN(S(=O)(=O)c2ccccc2)CC1)c1ccc(F)cc1	13.8	0.6	-4.5	1.0	4.5	5.2	4.7	1.3	-2.2	-4.7	2.8
15	O=C(CN1CCCCC1)Nc1ccccc1Cl	-30.6	4.9	-9.2	0.0	-2.0	-45.8	-31.8	1.4	-5.3	-2.1	-19.0
16	CC[C@]12c3[nH]c4ccccc4c3CCN1C(=O)C(CC(=O)NCCCN(C)C)C[C@@H]2C(=O)N1CCN(C(=O)c2ccco2)CC1 (stereo not given in full)	-33.1	10.8	8.0	-5.4	7.8	-18.1	-3.3	nt	9.7	9.6	-24.1
17	CCCN1C(=O)C2(C(C(=O)c3ccc(C)o3)=C(O)C(=O)N2CCCN2CCOCC2)c2ccccc21 (stereo not given)	7.9	-5.3	-10.0	6.4	-4.3	7.1	2.4	2.4	12.5	12.3	-8.9
18	CCOC(=O)/C(=N\Nc1cc(Cl)ccc1Cl)N1CCN(C)CC1	-16.2	-3.9	-0.8	0.4	17.3	12.2	17.1	2.2	-34.9	5.5	-16.6
19	CCCCSC(=S)N(C)C1CCS(=O)(=O)C1 (stereo not given)	-14.1	-7.2	13.0	-3.6	8.5	-16.4	-10.1	-5.5	-4.0	-11.7	0.6
20	CCn1cnc2sc(C(=O)Nc3ccccc3OC)c(C)c2c1=O	6.2	2.1	-33.2	-7.9	-24.7	-7.8	-6.3	-113.0	-16.1	-11.3	-18.3
21	O=C1CCC(C(=O)NCCN2C(=O)S/C(=C\c3cccnc3)C2=O)=NN1	-23.9	8.6	4.8	-5.9	14.0	-1.8	-0.4	0.8	-1.6	-5.0	10.0
22	COc1cc(Nc2nc(SCC#N)nc3ccccc23)cc(OC)c1OC	2.1	-8.0	4.7	-4.9	7.1	-36.9	15.3	0.8	5.6	-16.2	-22.6
23	Cc1ccc2nc(NC(=O)CSCC(=O)Nc3cc(C)on3)sc2c1	30.3	12.8	-57.7	-53.9	-201.1	-57.4	-176.7	1.7	9.6	25.3	5.0
24	CC(=O)c1ccc(OCc2cc(C(=O)N3CCN(c4ccccc4)CC3C)no2)cc1 (stereo not given)	-124.0	5.9	1.9	-76.8	-240.3	-73.6	-332.6	-1.4	-3.4	-17.6	-16.0
25	OCc1nc2ccccc2n1CCc1ccccc1	-5.5	5.0	-45.2	-11.0	-31.2	-6.0	-18.4	1.8	0.0	4.6	-1.6
26	O=C1C(Cc2ccccc2)Nc2ncnc(N3CCCCC3)c2N1Cc1ccc(Cl)cc1 (stereo not given)	-3.2	6.0	23.9	5.7	16.9	14.7	25.2	-3.2	11.0	-27.0	-27.6
27	CCCCOc1ncnc2c1[nH]c1ccc(OCC)cc12	-13.7	0.2	-25.6	-26.4	-46.4	2.7	-28.9	-1.0	-13.6	13.9	12.4
28	CC1CCN(c2ccc(C(=O)O)cc2N)CC1	-37.1	4.3	-4.6	4.1	4.1	-14.5	14.3	0.1	2.7	-5.5	-5.0
29	CC(c1ccccc1)N(CCC(c1ccccc1)C1CCOC(C)(C)C1)C(=O)c1ccco1 (stereo not given)	-8.4	0.8	3.7	5.8	21.2	4.8	15.5	-1.1	-24.9	8.3	15.6
30	Cc1ccc(S(=O)(=O)NCc2ccccn2)c(C)c1C	0.5	6.1	2.1	-2.2	11.3	-2.0	2.1	4.4	-6.5	-4.6	-16.0
31	Cc1ccc(NC(=O)CCN2C(=O)c3cccc([N+](=O)[O-])c3C2=O)c(Br)c1	5.7	-8.0	-1.6	1.1	-4.1	-7.8	-6.9	-0.2	-7.7	-5.9	6.7
32	CC1CN(/C=C/C(=O)C(F)(F)F)CC(C)O1 (stereo not given)	-7.3	11.7	1.4	6.2	13.5	0.2	11.5	1.4	-3.9	-4.3	-4.5
33	C=CCNC(=S)NC(=O)c1oc2ccccc2c1C	-58.3	-9.6	-24.9	-31.2	-292.3	-70.3	-231.1	6.2	-48.9	3.1	3.7
34	CCOc1ccccc1-n1nnnc1SCC(=O)OC	14.4	5.4	0.6	-2.9	-0.1	-3.7	10.6	1.5	-1.8	-8.8	-10.8
35	CCOC(=O)/C=C1\SCC(=O)N1CC(=O)NC1CCCCC1	15.1	3.5	-13.6	3.7	1.8	6.7	5.4	1.6	-3.2	-24.3	1.0
36	NC(=S)N/N=C1\CC(n2nnnc2-c2ccccc2)C2COC1O2 (stereo not given)	5.5	-2.3	7.7	-17.2	7.7	3.5	8.5	-0.2	3.4	-38.1	1.0
37	CCc1cc2c(=O)c(-c3nc4ccccc4n3C)c(C)oc2cc1OC(C)=O	-5.0	-18.1	-8.3	11.7	-15.9	3.8	-4.1	-0.3	2.9	3.2	10.7
38	Cc1cc(N2CC(C(=O)NCc3cccnc3)CC2=O)ccc1C(C)C (stereo not given)	10.0	1.6	5.8	0.7	10.2	-1.2	-6.2	1.4	0.8	-5.1	3.7
39	Fc1ccccc1N1CCN(c2nnnn2-c2ccccc2)CC1	13.7	-5.1	10.3	-1.3	2.5	8.4	12.8	1.6	-2.2	0.9	-10.6
40	O=C1CC2(CCN(C(=O)COc3ccc(Cl)cc3)CC2)Oc2ccccc21	-1.3	-21.0	-3.7	-6.9	14.3	5.7	5.1	1.3	-5.6	3.1	12.6
41	COc1ccc(CC(=O)NNC(=O)CN(C)S(=O)(=O)c2ccc(Cl)cc2)cc1OC	16.4	7.7	-8.8	3.1	6.3	-8.9	19.2	0.9	4.5	-7.9	11.2
42	CCCn1nc(C(=O)NCc2ccc3c(c2)OCO3)c2ccccc2c1=O	-18.9	-0.1	5.9	0.3	-0.2	-9.4	1.1	11.1	-16.5	-6.0	2.0
43	CCN1CCN(c2nc3c(C)cccn3c(=O)c2/C=C(\C#N)C(=O)NCCCOC)CC1	-29.4	14.5	15.5	-1.0	13.3	11.6	5.8	-0.2	-22.3	-27.6	-17.1

Single records, as listed above:
`CCN1CCN(c2nc3c(C)cccn3c(=O)c2/C=C(\C#N)C(=O)NCCCOC)CC1` across the screens: NR2E3 ag-1 = -29.4; KKLEB tox = 14.5; TROY NFkB inh = 15.5; MITF TRPM1 inh = -1.0; HIF-2a inh = 13.3; Shn3 inh set2 = 11.6; Peg3 promoter = 5.8; NR2E3 ag-2 = -0.2; TWEAK Fn14 block = -22.3; TRAIL sens C8 = -27.6; CF NFkB block = -17.1
`COc1ccc(CC(=O)NNC(=O)CN(C)S(=O)(=O)c2ccc(Cl)cc2)cc1OC` across the screens: NR2E3 ag-1 = 16.4; KKLEB tox = 7.7; TROY NFkB inh = -8.8; MITF TRPM1 inh = 3.1; HIF-2a inh = 6.3; Shn3 inh set2 = -8.9; Peg3 promoter = 19.2; NR2E3 ag-2 = 0.9; TWEAK Fn14 block = 4.5; TRAIL sens C8 = -7.9; CF NFkB block = 11.2
